# Gli-Sufu block: blocks Gli-Sufu signaling in a luciferase reporter. Sufu-KO-LIGHT fibroblasts, Gli luciferase reporter luminescence. inhibition, % at 5 µM. actives 0.74% (n = 340,000). AID 588413;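 active means inhibition above about 55%, limit read from the data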;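 further: 0% = DMSO-treated cells and 100% = wells with medium but no cells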
# EBI2 antag: EBI2 (human) antagonism; actives 0.81% (n = 360,000); P32249; AID 651636; EBI2 beta-arrestin recruitment, luminescence, 7a,25-OHC stimulated; inhibition, % at 5 µM; in the data active means inhibition above about 38%;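 further: enzyme fragment complementation signal reports receptor beta-arrestin coupling in cells; 0% = agonist plus DMSO wells and 100% = wells without agonist; some results beyond the cut were filed as inactive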
# Target sequence (P32249 whole entry, looked up, the tested form may be a part): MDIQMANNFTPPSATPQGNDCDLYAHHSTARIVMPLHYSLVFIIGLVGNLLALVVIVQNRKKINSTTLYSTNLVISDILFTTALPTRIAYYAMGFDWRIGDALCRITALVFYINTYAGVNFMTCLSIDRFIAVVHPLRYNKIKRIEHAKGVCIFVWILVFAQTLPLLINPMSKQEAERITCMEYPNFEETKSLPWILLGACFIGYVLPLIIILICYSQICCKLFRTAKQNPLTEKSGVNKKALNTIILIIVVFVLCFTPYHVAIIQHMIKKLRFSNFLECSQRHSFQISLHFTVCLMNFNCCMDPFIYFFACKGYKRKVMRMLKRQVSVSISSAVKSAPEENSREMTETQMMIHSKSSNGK
# CCR6 antag: CCR6 (human) receptor antagonism | P51684 | CHO-K1 CCR6 PathHunter beta-arrestin, luminescence, CCL20-stimulated | inhibition, % at 20 µM | actives 0.49% (n = 340,000) | AID 493098;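 active means compounds whose inhibition of the agonist-driven luminescence signal at 20 µM reaches about 50%, limit read from the data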;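 further: cells stimulated with CCL20 at 14 nM final; plate controls were DMSO with CCL20 for no effect and DMSO without agonist for full effect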
# Target sequence (P51684 whole entry, looked up): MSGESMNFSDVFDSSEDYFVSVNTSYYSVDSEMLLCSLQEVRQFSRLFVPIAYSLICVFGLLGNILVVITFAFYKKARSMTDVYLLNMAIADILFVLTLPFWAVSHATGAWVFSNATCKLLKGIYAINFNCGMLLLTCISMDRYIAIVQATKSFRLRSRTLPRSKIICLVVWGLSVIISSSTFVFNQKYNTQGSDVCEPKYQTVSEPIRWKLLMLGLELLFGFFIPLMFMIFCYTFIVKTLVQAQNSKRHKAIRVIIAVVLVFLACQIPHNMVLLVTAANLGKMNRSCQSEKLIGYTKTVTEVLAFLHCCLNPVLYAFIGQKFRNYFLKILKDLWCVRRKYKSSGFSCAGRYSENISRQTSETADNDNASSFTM
# * = called active by the depositor; & = joins results of further samples. These rows are one share of the data; count on the stated rates, not on these rows.
SMILES,Gli-Sufu block,EBI2 antag,CCR6 antag
O=c1cc(-c2ccccc2)c2c([nH]1)CCCC2,2.1,8.5,16.1
CCc1cc2c(cc3c(=O)n(CC(=O)NCCCN4CC(C)CC(C)C4)ncn32)s1 (stereo unspecified),9.7,-1.9,1.2
C/C(=N\Nc1nc(-c2cc(C)ccc2C)cs1)c1cc2c(ccc3ccccc32)oc1=O,1.9,-12.8,5.4
CCN(C(=O)CSc1nnc(-c2cccc(Cl)c2)n1N)c1c(N)n(Cc2ccccc2)c(=O)[nH]c1=O,1.1,-11.0,11.8
O=C1CC[C@@H]2CC(N3CCN(c4ccccc4)CC3)C[C@@H]3CCN1[C@H]23 (stereo partly specified),1.8,-5.1,-7.4
Cc1c(N2C(=O)/C(=C\c3ccc(N(C)C)cc3)N(C)C2=S)c(=O)n(-c2ccccc2)n1C,-8.4,10.4,39.7
CC(=O)OC1C=CCC2C(=O)c3cccc(O)c3C(O)C12 (stereo unspecified),0.7,-17.6,3.1
O=C1NC(=O)N(Cc2ccccc2)CC1Br (stereo unspecified),-5.4,-4.2,1.2
CN1C[C@@H]2[C@@H]3C(=O)N(C)C(=O)[C@@H]3[C@](Cc3ccccc3)(C1=O)N2C(=O)c1ccc(Cl)cc1,-1.9,-3.0,0.0
OCCN(Cc1ccccc1)Cc1ncccc1O,2.2,5.9,3.6
Cc1ccc(-c2nnc(SCC(=O)Nc3ccccc3N3CCOCC3)o2)cc1,3.1,-3.3,7.5
COc1ccc(NC(=O)CCCNC(=O)c2ccc(Cl)cc2)cc1S(=O)(=O)N1CCOCC1,-1.8,-6.9,2.4
COc1cc(CC(=O)Nc2cc(S(=O)(=O)N3CCOCC3)ccc2N2CCCC2)cc(OC)c1OC,12.5,16.5,2.0
CC(=NNC(=S)N1CC2CCC(CC2)C1)c1ccncn1,85.4*,-14.1,-5.3
CCOc1ccc(OCCC(=O)N(CC(C)C)c2c(N)n(Cc3ccccc3)c(=O)[nH]c2=O)cc1,3.4,-2.1,7.5
COCCN(CC(=O)NC1CCCCC1)C(=O)/C=C/C(=O)c1ccc(OC)cc1O,4.4,18.4,64.7*
CN(Cc1nc2ccccc2c(=O)[nH]1)C(=O)c1cc(-c2ccc(Br)cc2)nc2ccccc12,1.9,26.2,-14.2
Clc1ccc2oc(-c3ccccc3)cc(=NCCCN3CCOCC3)c2c1,-17.6,5.1,30.5
O=C(OCc1ccccc1)N1CCC2CC1c1c(-c3ccc(C(F)(F)F)cc3)cccc12 (stereo unspecified),-21.3,1.6,20.4
COc1ccc(NC(=O)c2cnc3ccccn3c2=O)c(OC)c1,-38.3,-8.2,-3.4
CCCCCCSc1cccc(-c2nc3ccc(Cl)cn3c2NCCCC)c1,-2.9,7.5&18.8,16.6
CCOc1ccccc1C(=O)NC1CCN(Cc2nnnn2C2CCCC2)CC1,7.6,-7.4,3.2
Cn1cc(C(=O)NCc2cccs2)c(=O)c2cc(S(=O)(=O)N3CCCC3)ccc21,4.1,-3.3,0.1
CCN(CC)c1ncnc2c1nnn2C,2.4,-3.5,0.9
O=C1N(Cc2ccccc2)CC2(Br)COCOC12O (stereo unspecified),10.1,2.5,9.6
O=[N+]([O-])c1cc(S(=O)(=O)Nc2ccccc2)ccc1Nc1ccccc1,6.5,7.7,30.3
O=C(Nc1ccc(N2CCCC2)c(Cl)c1)c1ccc([N+](=O)[O-])o1,-8.5,12.6,26.0
CCOC(=O)c1cc2c(c(CCO)n1)[C@H](CCO)N(S(=O)(=O)C(C)(C)C)C2,-2.7,2.4,-3.4
CN1OC[C@@H]2CN[C@H](c3cccc(-c4ccc(C#N)cc4)c3)C[C@@H]21,6.1,-2.4,7.5
Cc1nnc(SCCOC(N)=O)n1C,-28.5,-8.0,-3.2
CCN1C[C@@H]2[C@@H]3C(=O)N(Cc4ccccc4)C(=O)[C@@H]3[C@](C)(C1=O)N2C(=O)c1ccc(Br)cc1,-1.7,-1.8,4.8
Clc1cccc(CN2CCC3CC2c2cc(N4CCCCC4)ccc23)c1 (stereo unspecified),2.4,-7.1,10.0
COc1ccc(/C=N/Nc2nc3ccccc3s2)cc1O,-170.3,4.2,-12.9
CCCNC1=C(N(C(C)=O)c2cccc(F)c2)C(=O)c2ccccc2C1=O,84.9*,-15.9,2.1
CC(C)(C)OC(=O)N1CCC(C(=O)Nc2cccc(C(=O)NCCCCc3ccccc3)c2)CC1,-1.5,3.8,1.0
Clc1nc(NCCc2ccccc2)c2cn[nH]c2n1,0.1,-0.6,7.2
O=c1c2ccccc2nc(CSc2nnnn2-c2ccccc2)n1-c1ccccc1,-6.8,0.1,6.9
COc1ccc(CCNC(=O)c2ccc(Br)cc2)cc1,-28.3,2.0,16.4
O=[N+]([O-])c1ccc(N2CCOCC2)cc1,3.7,-7.4,7.9
Cc1ccc(C(=O)NNC(=O)c2ccc3ncccc3c2)cc1,5.5,-0.7,10.3
COc1ccccc1CNS(=O)(=O)CCNC1CC1,12.0,1.0,8.7
CCN(CC)c1ccc2cc(C(=O)NNC(=O)c3ccc(S(=O)(=O)N4CCCCC4)cc3)c(=O)oc2c1,-5.5,1.7,69.0*
CSc1nsc2nc(=O)c(/C=C3\C(C)=Nc4ccccc43)c(N)n12,-5.3,-1.7,8.7
Cc1ccc(S(=O)(=O)Nc2cc(=O)[nH]c(SCc3ccc(Cl)cc3)n2)cc1,-2.0,-0.8,10.2
O=c1[nH]nc(-c2ccc(F)cc2)cc1-c1ccccc1,-0.3,4.2,10.5
CCCOc1c(Br)cc(C(=O)OCc2cc(=O)n3ccsc3n2)cc1OC,-3.9,1.2,2.5
S=C(Nc1ccccc1)Nc1ccccc1-n1cccc1,-10.6,5.7,8.2
CSc1ncc(CN2CCN(C3CCN(C(C)C)CC3)C(CCO)C2)cn1 (stereo unspecified),1.0,-3.9,5.6
CCN(CC(=O)Nc1ccc(NC(C)=O)cc1)C(=O)c1ccc(N(C)S(=O)(=O)c2ccc(C)cc2)cc1,1.1,-1.9,11.1
C=CCn1c(C)cc(C(=O)CSc2nnc(NCc3ccccc3)s2)c1C,-25.1,2.8,25.4
Cc1cccc(NC(=O)CSc2nnc(-c3ccccc3C)o2)c1,-45.3,3.4,17.6
CC(=O)N1C(C)(C)CC(=NOS(=O)(=O)c2ccccc2)CC1(C)C,-7.8,-4.7,6.9
NC(=O)C1(N2CCCC2)CCN(Cc2ccccc2)CC1,-8.2,-6.4,10.0
O=C(NCCNCc1cccc(Cl)c1)c1ccco1,13.3,-5.6,14.8
Nc1nc(SCc2cccnc2)c2ncn(C3OC(CO)C(O)C3O)c2n1 (stereo unspecified),3.5,1.3,-0.7
O=C(c1ccco1)[C@@H]1[C@@H]2C(=O)N(c3ccc(Br)cc3)C(=O)[C@@H]2C2c3ccccc3C=CN21 (stereo partly specified),-9.1,1.1,23.6
CN(Cc1ccccc1F)C(=O)c1cccc(NC(=O)CC2SC(N3CCCCC3)=NC2=O)c1 (stereo unspecified),23.1,0.4,7.1
O=[N+]([O-])c1ccc(NN=Cc2cccc([N+](=O)[O-])c2)cc1,-10.1,-12.9,13.6
COc1cc(OC)cc(C(=O)NC2CC3CCC(C2)N3Cc2ccco2)c1 (stereo unspecified),-0.5,2.7,3.5
O=C(NNC1CCN(Cc2ccccc2)CC1)c1ccccc1,5.2,6.3,7.3

# CCR6 antag, what is marked active above
Structure	EBI2 antag	CCR6 antag
COCCN(CC(=O)NC1CCCCC1)C(=O)/C=C/C(=O)c1ccc(OC)cc1O	18.4	64.7*
CCN(CC)c1ccc2cc(C(=O)NNC(=O)c3ccc(S(=O)(=O)N4CCCCC4)cc3)c(=O)oc2c1	1.7	69.0*

# In the list so far, four contain two or more sulfur atoms.
SMILES,Gli-Sufu block,EBI2 antag,CCR6 antag
Cn1cc(C(=O)NCc2cccs2)c(=O)c2cc(S(=O)(=O)N3CCCC3)ccc21,4.1,-3.3,0.1
CSc1nsc2nc(=O)c(/C=C3\C(C)=Nc4ccccc43)c(N)n12,-5.3,-1.7,8.7
Cc1ccc(S(=O)(=O)Nc2cc(=O)[nH]c(SCc3ccc(Cl)cc3)n2)cc1,-2.0,-0.8,10.2
C=CCn1c(C)cc(C(=O)CSc2nnc(NCc3ccccc3)s2)c1C,-25.1,2.8,25.4

# Next section:
SMILES,Gli-Sufu block,EBI2 antag,CCR6 antag
O=C1c2cc(O)c(O)cc2OC(c2ccc(O)c(O)c2)C1O (stereo unspecified),-2.3,-7.7,12.5
COC(=O)C1CC2=C(CCCC2=O)NC1=O (stereo unspecified),-4.2,-3.6,6.8
CCC(C)C1(C2CCCC2)NC(=O)NC1=O (stereo unspecified),6.3,-0.9,-2.6
COc1cc(N)c2ncccc2c1Cl,0.3,-22.3,17.0
CCOc1ccccc1CN(Cc1ccco1)S(=O)(=O)c1ccc(-n2cnnn2)c(OC)c1,14.3,49.0*,23.2
Cc1c(CCO)c(=O)n2n1CCCC2,4.9,-5.4,-4.1
CN1C[C@@H]2[C@@H]3C(=O)N(C)C(=O)[C@@H]3[C@](C)(C1=O)N2C(=O)c1ccc(Cl)c(Cl)c1,-18.8,-6.7,-13.6
NC(=Nc1nc(-c2ccccn2)cc2ccccc12)c1ccccn1,86.5*,-31.0,6.8
CCOC(=O)c1ccc(NC(=S)N2CCSC2c2ccc(Cl)cc2)cc1 (stereo unspecified),6.0,-1.2,3.8
CC1=NNC(=O)/C1=C\c1cn(-c2ccccc2)nc1-c1ccccc1,6.1,62.7*,24.1
CC1(C)OC1(C#N)c1ccccc1 (stereo unspecified),2.6,-5.7,7.0
O=C1C=C(c2c(O)ccc3ccccc23)c2ccccc2C1=O,1.6,-30.4,47.0
CN(CCc1ccccc1)C(=O)c1ccc(NC(=O)Cc2ccc(NC(=O)C3CCCN(C(=O)C4CC4)C3)cc2)cc1 (stereo unspecified),7.8,-5.6,3.6
CN(C)C(=O)NC1C=CS(=O)(=O)C1 (stereo unspecified),-1.5,-1.0,-4.8
CC(CNC1CCCCC1)OC(=O)c1ccc([N+](=O)[O-])cc1 (stereo unspecified),-14.8,-3.6,-3.0
COc1ccccc1NS(=O)(=O)c1ccc(C(=O)NCC(c2ccccc2OC)N2CCCC2)cc1 (stereo unspecified),10.2,-1.6,5.5
Cc1cc(O)c(C(C)C)cc1N=Cc1ccc([N+](=O)[O-])cc1,1.5,-22.0,17.4
CCC1=C(CC2NCCc3ccccc32)CC2c3cc(OC)c(OC)cc3CCN2C1 (stereo unspecified),52.7,6.1,17.3
CC(O)CNc1nc(N)[nH]c(=O)c1N=Nc1ccccc1 (stereo unspecified),-6.0,6.2,7.2
CN(C)S(=O)(=O)c1ccc(Cl)c(NC(=O)CSc2nnnn2-c2ccc(O)cc2)c1,-1.9,4.2,19.2
CC1(CCc2ccccc2)NC(=S)N(c2ccccc2)N1 (stereo unspecified),1.7,-17.2,-8.8
O=C(C1CC(=O)N(c2ccc3c(c2)OCCO3)C1)N1CCN(S(=O)(=O)c2ccccc2F)CC1 (stereo unspecified),3.7,-3.5,5.5
CC(=C/C(=O)O)/C=C/c1ccc([N+](=O)[O-])cc1,-0.1,-9.4,-17.1
Cc1cc(-c2sccc2Br)nc(-n2cccc2)n1,11.8,4.9,9.5
Cc1ccccc1NC(=O)c1ccccc1NC(=O)c1ccccc1F,2.7,3.1,11.0
Cc1cc2cc(C(c3nnnn3CC3CCCO3)N3CCCc4ccccc43)c(=O)[nH]c2cc1C (stereo unspecified),-3.9,1.9,5.5
O=C(NNC1=Nc2cccc3cccc1c23)c1ccc(Br)cc1,-15.3,-7.8,25.9
O=C(Nc1cccc(C(=O)N2CCCC2)c1)C1CCCCC1,2.1,-6.2,-7.2
Cn1c(=O)c2[nH]c(CCCc3ccc([N+](=O)[O-])cc3)nc2n(C)c1=O,4.4,-11.7,10.2
O=C1OC(Cc2ccccc2)C(c2ccccc2)C1=O (stereo unspecified),4.1,12.4,8.5
COc1ccc(C(=O)N2CCN(S(=O)(=O)c3ccc(Cl)cc3)CC2)cc1S(=O)(=O)N1CCOCC1,-3.1,1.4,13.5
Clc1cccc(CSc2ncnc3c2ncn3C2CCCCO2)c1 (stereo unspecified),-33.0,-6.5,20.0
CCCCC(CCc1ccccn1)C(=O)c1ccccc1 (stereo unspecified),-10.8,4.2,5.3
O=C1NC(=S)NC(=O)C1Nc1ccc(Cl)cc1,1.9,-1.5,2.8
O=C(/C=C/Nc1ccc(Nc2ccccc2)cc1)c1cccs1,-53.6,18.5,26.5
CCCCn1nnc(N(C(=O)c2cccs2)C(=O)c2cccs2)n1,-13.4,-6.8,2.3
O=[N+]([O-])c1ccccc1OCCCn1cnc2ccccc21,-38.9,-9.4,12.1
O=C(CCCCl)NC1=NN(c2ccccc2)C(=O)C1,5.4,5.2,1.3
COc1ccccc1C(=O)N1[C@@H](C(C)C)COc2cc(Br)ccc2S1(=O)=O,-3.1,16.6,13.9
CCSC(=O)N1c2ccc(OC)cc2C=CC1C#N (stereo unspecified),41.7,-25.5,23.3

# 5 entries picked at random from the list so far:
SMILES,Gli-Sufu block,EBI2 antag,CCR6 antag
CCc1cc2c(cc3c(=O)n(CC(=O)NCCCN4CC(C)CC(C)C4)ncn32)s1 (stereo unspecified),9.7,-1.9,1.2
O=C(NNC1=Nc2cccc3cccc1c23)c1ccc(Br)cc1,-15.3,-7.8,25.9
Clc1cccc(CN2CCC3CC2c2cc(N4CCCCC4)ccc23)c1 (stereo unspecified),2.4,-7.1,10.0
CCN(CC(=O)Nc1ccc(NC(C)=O)cc1)C(=O)c1ccc(N(C)S(=O)(=O)c2ccc(C)cc2)cc1,1.1,-1.9,11.1
CC(O)CNc1nc(N)[nH]c(=O)c1N=Nc1ccccc1 (stereo unspecified),-6.0,6.2,7.2

# Screens as filed in PubChem.
